ERK EGF inh = inhibitors of EGF-stimulated ERK signaling pathway; HEK293-V1b, EGF-stimulated phospho-ERK AlphaScreen; Potency, µM (series often up to 11.5 µM), without a hit: at the highest dose activity change, negative = inhibition, actives largely listed as inhibitors; 130,000 tested, 0.41% active; active = well fitted inhibition curve with a large enough effect; inconclusive = small, poorly fitted or top-dose-only effect, or effect the other way;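 note: plate controls were stimulated vehicle wells for no effect and unstimulated vehicle basal for full effect; nearly all actives have a fitted effect of over 55% in size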
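After overnight plating in 1% FBS, HEK293-V1b cells received test compound for half an hour, then a 5 min pulse of EGF (25 nM); ERK phosphorylation in lysates was read by bead-based AlphaScreen.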
Active calls of the source: *; ? = inconclusive; [ ] = another dose, or the depositor's remark. Potency is the fitted concentration of half-maximal effect. The list is partial; rates above refer to the full screens.

SMILES	ERK EGF inh
CC1=C(C(=O)Nc2cccc(F)c2)C(c2ccsc2)C2=C(CC(C)(C)CC2=O)N1 (stereo unspecified)	4%
COc1ccc(-c2noc(CCCC(=O)Nc3ccc(C(N)=O)cc3)n2)cc1OC	-13%[57.5 µM]
C/C=C(/C)C(=O)Nc1cccc(C2=NOC3(C2)C[C@@H](C(N)=O)N(C(=O)CCCCC)C3)c1 (stereo partly specified)	10%[57.5 µM]
COc1ccc(C(=O)NCC(=O)OCC(=O)N2CCC(C)CC2)cc1OC	0%
Cc1ccc(CNC(=O)COC(=O)c2cncc(Br)c2)cc1	-7%
COc1ccccc1/C=N/NC(=O)CCSc1ccccc1	3%
S=c1nc(-c2ccc(Cl)cc2)[nH][nH]1	0%[57.5 µM]
COc1ccc(CN2C=C3C(=O)C(C)(OC(=O)C4CCCC4)C(=O)C=C3C=C2c2ccsc2)cc1 (stereo unspecified)	-6%[57.5 µM]
O=C(CCN1C(=O)C2CC=C(Cl)CC2C1=O)NCc1ccccc1 (stereo unspecified)	4%
Cc1c(C(=O)O)oc2c(F)cccc12	-1%
COc1cc(C(=S)N2CCOCC2)ccc1O	0%
CC(=O)NC1C(OCc2ccccc2)OC(CO)C(OC(C)=O)C1OC(C)=O (stereo unspecified)	2%
CCOC(=O)c1c(C)[nH]c(C)c1C(=O)CSc1nc2ccccc2c(=O)n1-c1ccccc1C	-2%
CCN(C(=O)COC(=O)/C=C/c1cnc2ccccc2n1)C1CCS(=O)(=O)C1 (stereo unspecified)	7%
CN(C)S(=O)(=O)c1ccc(NC(=O)COC(=O)C2COc3ccccc3O2)cc1 (stereo unspecified)	-8%
Cc1ccc(NC(=O)CN(C)C(=O)CSc2nc(C)cs2)cc1	-6%
CCCCC(=O)Nc1cc(C)c(NC(=O)c2cccs2)cn1	-7%
O=C(Nc1ccc(COc2ccccc2)cc1)Oc1ccccc1N1CCOCC1	-1%[57.5 µM]
O=C(CSc1ccccn1)NCc1ccc2c(c1)OCO2	5%[57.5 µM]
CC(C)[C@H](CO)Nc1nc(Nc2cccc(Cl)c2)c2ncn(C(C)C)c2n1	-17%
CN(C(=O)c1ccc(OC2CCN(C(=O)c3cccnc3)CC2)cc1)C1CCCCC1	-4%
C/C(=N\NC(=O)COc1c(C)cccc1C)c1cccs1	-3%
CCOC(=O)c1sc2nc(C)nc(SCC(=O)N(C)C3CCS(=O)(=O)C3)c2c1C (stereo unspecified)	12%
CC(=O)c1cn(CC(=O)Nc2ccc(C)cc2C)c2ccccc12	0%
Cc1cc(C)n(C(=O)CCNC(=O)c2ccccc2Cl)n1	-1%
The results go on:
SMILES	ERK EGF inh
CC(C)OC(=O)CSc1nc(N)c(C#N)cc1C#N	-1%
CC(C)N1CCC(N2CCN(Cc3cnc(-c4ccccc4)s3)CC2CCO)CC1 (stereo unspecified)	5%[57.5 µM]
NC1=NC(=Nc2ccc(Br)cc2)c2ccccc21	-1%
COCCNC(=S)N/N=C(\C)c1ccc(OC(F)F)cc1	-11%[57.5 µM]
CC(C)(C)C(=O)COC(=O)c1ccc(N)c([N+](=O)[O-])c1	1%
CC(C)Oc1nc(-c2ccccc2Cl)nc2ccccc12	10%[57.5 µM]
NC(=O)c1cc2c3ccccc3ccn2c1-c1ccccc1	-7%[57.5 µM]
N#Cc1ccc(/C=C/C(=O)c2ccco2)cc1	11%
COc1cc(/C=N/NC(=O)c2ccoc2C)cc(OC)c1O	0%
COc1ccc2nc(Cl)c(C#N)cc2c1	5%
Cc1cc(C)nc(NCCC(=O)O)n1	-3%
Cc1csc2ncc(C(=O)NCc3ccco3)c(=O)n12	1%
Cc1cc([N+](=O)[O-])ccc1NC(=O)C(C)N1CCN(c2ccccn2)CC1 (stereo unspecified)	2%
CC(C)c1nc(Cl)c(C#N)c2c1COC(C)(C)C2	-1%[57.5 µM]
CCCC(=O)Nc1ccc(-c2ccc(NC(=O)CCC)cc2)cc1	0%
Cc1ccc(-c2cc(-c3ccccc3)c(C#N)c(Br)n2)cc1	-26%
CO/N=C/Cc1c([N+](=O)[O-])c(C)nn1C	-9%
CC(C)C(OC(=O)C1=Cc2ccccc2OC1)C(=O)NC1CCCC1 (stereo unspecified)	-1%
CN1CCN(C(=S)c2ccc(-c3cc(Cl)ccc3Cl)o2)CC1	?
CCC(C)(C)C(=O)Nc1cc([N+](=O)[O-])ccc1F	14%
O=C(CCN1CCc2ccccc2C1)Nc1ccccc1F	5%
Cc1scc(C(=O)NNC(=S)NC(C)c2ccccc2)c1C (stereo unspecified)	-5%
CCOc1ccccc1CNn1nnnc1N	10%
COc1ccccc1OCC(=O)n1cc(C(=O)c2cc(Cl)cc(Cl)c2O)cn1	-5%
COc1ccc(-c2[nH]ncc2CN2CCN(c3ccc(F)cc3)CC2)cc1	-9%[57.5 µM]
(further entries)
SMILES	ERK EGF inh
CC(=O)c1ccc(N2Cc3ccccc3C2=NC(=O)c2cccs2)cc1	-5%
COc1cccc(OCC(=O)O)c1	-4%
NNC(=O)c1ccc(CSc2nc3ccccc3s2)cc1	-7%
NS(=O)(=O)c1ccc(CCNC(=O)CN2CCC(Cc3ccccc3)CC2)cc1	-5%
O/N=C/c1ccc(-c2ccccc2OC(F)(F)F)o1	4%[57.5 µM]
CCn1c(COc2ccc(C)cc2)nnc1SCC(=O)NNC(=O)c1ccc(OC)cc1	1%
Cc1ccc(C(=O)NC2(O)C(=O)c3ccccc3C2=O)cc1C	4%[57.5 µM]
COc1ccc(C2/C=C\CN(C(=O)NC34CC5CC(CC(C5)C3)C4)CC(=O)N2Cc2ccc(F)cc2)cc1 (stereo unspecified)	-9%[57.5 µM]
CC(C)(C)N(CC#CCC(O)(c1ccccc1)C1CCCC1)CCO (stereo unspecified)	9%
CC(C)CNc1c(N)n(CC(C)C)c(=O)[nH]c1=O	1%
COc1ccc(CNCCc2ccc(Cl)cc2)cc1OCc1ccccc1	-2%
Cc1cc(C)c(S(C)(=O)=O)c(=O)[nH]1	?
CC(=O)Nc1cc(C(=O)N(C)Cc2ccco2)ccc1Sc1ccc(Cl)cc1	5%
Cc1nnc(SCC(=O)NC23CC4CC(CC(C4)C2)C3)s1	1%
CCc1ccc2c(c1)C1(NN=C(c3ccccc3)S1)C(=O)N2 (stereo unspecified)	?
CC(C(=O)Nc1ccccc1Cl)N(c1ccccc1)S(C)(=O)=O (stereo unspecified)	-12%[57.5 µM]
Cc1cc(C)n2nc(SCCOc3ccccc3F)nc2n1	-1%
O=C(NCc1cccc(Cl)c1)c1ccc2nc[nH]c2c1	2%
Oc1ccc(C(=S)N2CCN(c3cccc(Cl)c3)CC2)cc1	1%
COc1cccc(OC)c1C(=O)NC(=O)Nc1c(F)c(F)c(F)c(F)c1F	3%[57.5 µM]
O=c1c(CN2CCN(c3ccccn3)CC2)coc2ccccc12	-6%
O=C(O)CCN1C(=O)/C(=C/c2cn(-c3ccccc3)nc2-c2cccs2)SC1=S	5%
CCn1nc(C)c(/C=N/NC(=O)CSc2ccccn2)c1C	-6%[57.5 µM]
CCC(=O)Nc1c2c(nn1-c1ccccc1C)CSC2	12%
CCOC(=O)c1csc(NC(=O)Nc2cccc(OC)c2)n1	1%
(next part)
SMILES	ERK EGF inh
CCOC(=O)c1c(-c2cccs2)csc1NC(C)=O	0%
COc1ccc(CC(=O)Nc2nnc(C(C)(C)C)s2)cc1OC	-6%
CCCn1nnc(NC(=O)/C=C/c2cc(Br)ccc2OC)n1	3%
Cc1ccc(NC(=O)c2ccc3c(c2)[nH]c(=O)n3C(C)C)cc1	4%
CC(C)(C)C(=O)CSc1ncccn1	2%
COC(=O)c1ccccc1C(=O)c1ccc2c(c1)NC(=O)CO2	-2%
CC(OC(=O)CC1CC2CCC1C2)C(=O)Nc1ccc(N2CCOCC2)cc1 (stereo unspecified)	0%
Cc1cc(N2CCN(C)CC2)nc2ccc(NC(=S)NCc3cccs3)cc12	-6%
COc1ccc(C2CC(=O)C=C(NC3CCCC3)C2)cc1 (stereo unspecified)	7%
CC1CN(/C(=N\S(=O)(=O)c2ccccc2)c2ccccc2)CC(C)O1 (stereo unspecified)	-11%[57.5 µM]
CCOC(=O)C1=C(CC)Nc2ccccc2N=C1NC(=O)c1ccc(S(=O)(=O)N2CCOCC2)cc1	4%
Cc1ccc(S(=O)(=O)N(Cc2cc3ccc(C)cc3[nH]c2=O)c2ccccc2)cc1	1%[57.5 µM]
CS(=O)(=O)c1cnc2c(S(=O)(=O)c3ccccc3)cnn2c1N	1%
Cc1cc(C)nc(/N=C(\N)Nc2ccc(SC(F)F)cc2)n1	-6%[57.5 µM]
NC(=O)N/N=C/c1cn(-c2ccccc2)nc1-c1ccccc1	7%
CC(C)(C)N(NC(=O)OCc1ccccc1)C(=O)c1ccccc1	2%
COc1cc(NC(=S)N2CCN(C(=O)c3ccco3)CC2)c(OC)cc1Cl	14%
CN1/C(=C\C(=O)C[n+]2cccc(Br)c2)C(C)(C)c2ccccc21	4%
CCc1c(C(=O)NN2C(=O)C3CCCCC3C2=O)csc1C (stereo unspecified)	3%
CCc1cc2c(N3CCN(C(=O)c4ccco4)CC3)ncnc2s1	5%
O=c1c2ccc([N+](=O)[O-])cc2ncn1Cc1ccccc1C(F)(F)F	?
O=C(CSC(=S)N1CCSCC1)c1ccccc1	0%
COc1ccc(C(=O)N(CC2CCCO2)C(C(=O)NCCC(C)C)c2ccc(C)cc2)cc1OC (stereo unspecified)	-7%
Cc1cccc(/C=C\c2nc3ccccc3c(=O)[nH]2)c1	8%
O=C(O)c1cccc(-n2cccc2/C=C2/NC(=O)N(c3cccc(Cl)c3)C2=O)c1	-4%[57.5 µM]
More entries follow.
SMILES	ERK EGF inh
CC(C)NC(=O)c1ccc(-n2nc(C(F)(F)F)c3c2CCCC3)cc1	-1%
Cc1ccccc1C(=O)NCCCc1ccccc1	7%
NC(=O)C1(C(N)=O)OC1c1ccc(Cl)c(Cl)c1 (stereo unspecified)	-5%[57.5 µM]
O=C(CN1CCN(Cc2ccccc2F)C1=O)NCC1CCCO1 (stereo unspecified)	-1%[57.5 µM]
CCOc1ccc(/C(CCC(=O)O)=N/NC(=S)NCCc2ccccc2)cc1	-4%
O=C(Cc1csc(-c2ccccc2)n1)NCc1ccco1	-6%
O=C(CCNc1ccc(Cl)cc1)c1cccs1	2%
COc1ccc(-c2nn(CCC(=O)O)cc2/C=C2\SC(N)=NC2=O)cc1OC	-9%
CC1CCCCN1CC(=O)Nc1ccc2c(c1)OC(F)(F)O2 (stereo unspecified)	-3%
Cc1cc(C)c(C)c(C(=O)CSc2nnc(-c3ccc4[nH]c(C)c(C)c4c3)o2)c1C	-7%
CCOC(=O)c1cn(Cc2ccccc2)c2cc(C)nn2c1=O	1%[57.5 µM]
CC(C)c1nc2c(c(=O)c3ccccc3n2C)c(=O)n1CCc1ccccc1	6%[57.5 µM]
Cc1ccc2nc(SCC(=O)Nc3ncccn3)[nH]c2c1	-11%[57.5 µM]
CCCN(CCC)CCNC(=O)c1cc2c(=O)n(CC)c3ccccc3c2s1	-2%[57.5 µM]
CSC(=O)NC(=O)NC(=O)c1ccc([N+](=O)[O-])cc1	-9%[57.5 µM]
O=C(Oc1cc(Cl)ccc1Cl)c1ccc(N2CCOCC2)c([N+](=O)[O-])c1	6%
O=C(CSCc1c(F)cccc1Cl)NCc1cccnc1	12%
CC1(C)C(=O)OC(c2cccn2-c2cccc([N+](=O)[O-])c2)C2(CCCCC2)C1=O (stereo unspecified)	?
O=C(NCc1ccccc1)C(=O)Nc1cccc(C(=O)O)c1	?
COC(=O)[C@H](COC(C)(C)C)NC(=O)O[C@@H]1C(=O)c2cc(Br)ccc2O[C@H]1c1ccc2c(c1)OCO2	5%
Cc1[nH]n(-c2ccc(F)cc2)c(=O)c1C=Nc1ccc(S(=O)(=O)N(C)C)cc1	-2%
CCOC(=O)Cn1nc(C)c(NC(=O)c2ccc(Cl)c([N+](=O)[O-])c2)c1C	3%
NS(=O)(=O)c1ccc(CCNC(=O)CSc2nnc3ccccn23)cc1	5%
Cc1cccc(Cc2nnc(CCC(=O)N3CCCCC3c3nccs3)o2)c1 (stereo unspecified)	8%[57.5 µM]
Cc1cc(=O)[nH]c(NN=C2CCC(C(C)(C)C)CC2)n1 (stereo unspecified)	10%
O=C(c1cnccn1)N1CCC[C@@]2(CCN(Cc3ccccc3)C2)C1	0%
CC(C)CC(C(=O)OCC(=O)Nc1cccc(Cl)c1)N1C(=O)C2CC=CCC2C1=O (stereo unspecified)	-5%
Cc1ccc(OCCNC(=O)/C=C/c2ccco2)cc1C	-14%[57.5 µM]
O=C(O)CCCNc1ccc([N+](=O)[O-])c(NCCCC(=O)O)n1	5%

Laid out differently: 16 of the compounds above
Structure | ERK EGF inh
CC(C)NC(=O)c1ccc(-n2nc(C(F)(F)F)c3c2CCCC3)cc1 | -1%
Cc1ccccc1C(=O)NCCCc1ccccc1 | 7%
NC(=O)C1(C(N)=O)OC1c1ccc(Cl)c(Cl)c1 (stereo unspecified) | -5%[57.5 µM]
O=C(CN1CCN(Cc2ccccc2F)C1=O)NCC1CCCO1 (stereo unspecified) | -1%[57.5 µM]
CCOc1ccc(/C(CCC(=O)O)=N/NC(=S)NCCc2ccccc2)cc1 | -4%
O=C(Cc1csc(-c2ccccc2)n1)NCc1ccco1 | -6%
O=C(CCNc1ccc(Cl)cc1)c1cccs1 | 2%
COc1ccc(-c2nn(CCC(=O)O)cc2/C=C2\SC(N)=NC2=O)cc1OC | -9%
CC1CCCCN1CC(=O)Nc1ccc2c(c1)OC(F)(F)O2 (stereo unspecified) | -3%
Cc1cc(C)c(C)c(C(=O)CSc2nnc(-c3ccc4[nH]c(C)c(C)c4c3)o2)c1C | -7%
CCOC(=O)c1cn(Cc2ccccc2)c2cc(C)nn2c1=O | 1%[57.5 µM]
CC(C)c1nc2c(c(=O)c3ccccc3n2C)c(=O)n1CCc1ccccc1 | 6%[57.5 µM]
Cc1ccc2nc(SCC(=O)Nc3ncccn3)[nH]c2c1 | -11%[57.5 µM]
CCCN(CCC)CCNC(=O)c1cc2c(=O)n(CC)c3ccccc3c2s1 | -2%[57.5 µM]
CSC(=O)NC(=O)NC(=O)c1ccc([N+](=O)[O-])cc1 | -9%[57.5 µM]
O=C(Oc1cc(Cl)ccc1Cl)c1ccc(N2CCOCC2)c([N+](=O)[O-])c1 | 6%
